CIT2 TOR yeast: modulators of CIT2-GFP expression in yeast, primary screen, S. cerevisiae, GFP fusion, multiplex flow cytometry, MLPCN library. S. cerevisiae CIT2-GFP strain, 3 h; 100 means same as DMSO wells. GFP response vs DMSO, % at 10 µM. actives 0.065% (n = 320,000). AID 2029, 2009;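 active = GFP response relative to DMSO above a set limit, near the screen mean plus 3 SD, cut at about 150% in these data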;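 also: ratio of well median GFP fluorescence to mean of DMSO wells on the plate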
LAP4-GFP MLPCN: modulators of LAP4-GFP expression in yeast, primary screen, S. cerevisiae, multiplex flow cytometry, MLPCN library; GFP response vs DMSO, % at 10 µM; actives 0.34% (n = 320,000); AID 2023, 2009; 3 h; median GFP as percent of DMSO wells;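 active = GFP response vs DMSO above a set limit, about the screen mean plus 3 SD, cut at about 150% in these data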
proCasp7 act: procaspase-7 activators, primary screen, counter-screen for procaspase-3 activator project, biochemical, absorbance, HTS, human. activation, % at 8.5 µM. Caspase-7 (Homo sapiens), P55210. actives 0.093% (n = 330,000). AID 463210, 2010. recombinant procaspase-7, Ac-DEVD-pNA absorbance 405 nm; D23A/D198A/D206A triple mutant, cannot self-cleave; scale: DMSO 0, 5 µM enzyme 100;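 active = percent activation above the screen-wide mean plus 3 SD, cut at about 25% in these data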
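signal = Epi-absorbance of released pNA at 405 nm, two timepoints | assay system = Uncleavable procaspase-7 mutant enzyme | reagent = Ac-DEVD-pNA substrate, 400 µM as added | times = 1 h enzyme–compound preincubation and 2 h substrate reaction, both 25 °C | benchmarks = low DMSO alone, high DMSO plus 5 µM PC-7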
proCasp3 act: activators of human procaspase-3 D3A mutant, primary screen, biochemical, absorbance, PC-3 D3A mutant, single concentration | activation, % at 8.5 µM | Caspase-3 (Homo sapiens), P42574 | AID 463141, 2010 | actives 0.11% (n = 330,000) | recombinant procaspase-3 D3A, Ac-DEVD-pNA absorbance 405 nm;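 active = activation above the mean of all tested compounds plus 3 SD, cut at about 21% in these data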;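 also: 0% = DMSO alone and 100% = DMSO wells spiked with extra 5 µM PC-3 D3A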
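Evaluation: percent activation relative to control range; Material: Procaspase-3 D3A mutant, all three cleavage aspartates alanine; Compound: single dose, 8.5 µM nominal compound, 0.8% DMSO; Replication: one well per compound; Signal: absorbance at 405 nm, 0 and 120 min; Schedule: 1 h preincubation plus 2 h reaction at 25 °C.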
AHR activator: AHR activators, primary screen, cell-based, luminescence, luciferase reporter, human; Aryl hydrocarbon receptor (Homo sapiens), P35869; AHR-responsive luciferase reporter cells; activation, % at 5 µM; actives 2.5% (n = 320,000); AID 2796, 2010; in the data active = activation above about 47%;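 also: 0% = vehicle wells and 100% = reference agonist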
Target sequence (P35869 whole entry, looked up): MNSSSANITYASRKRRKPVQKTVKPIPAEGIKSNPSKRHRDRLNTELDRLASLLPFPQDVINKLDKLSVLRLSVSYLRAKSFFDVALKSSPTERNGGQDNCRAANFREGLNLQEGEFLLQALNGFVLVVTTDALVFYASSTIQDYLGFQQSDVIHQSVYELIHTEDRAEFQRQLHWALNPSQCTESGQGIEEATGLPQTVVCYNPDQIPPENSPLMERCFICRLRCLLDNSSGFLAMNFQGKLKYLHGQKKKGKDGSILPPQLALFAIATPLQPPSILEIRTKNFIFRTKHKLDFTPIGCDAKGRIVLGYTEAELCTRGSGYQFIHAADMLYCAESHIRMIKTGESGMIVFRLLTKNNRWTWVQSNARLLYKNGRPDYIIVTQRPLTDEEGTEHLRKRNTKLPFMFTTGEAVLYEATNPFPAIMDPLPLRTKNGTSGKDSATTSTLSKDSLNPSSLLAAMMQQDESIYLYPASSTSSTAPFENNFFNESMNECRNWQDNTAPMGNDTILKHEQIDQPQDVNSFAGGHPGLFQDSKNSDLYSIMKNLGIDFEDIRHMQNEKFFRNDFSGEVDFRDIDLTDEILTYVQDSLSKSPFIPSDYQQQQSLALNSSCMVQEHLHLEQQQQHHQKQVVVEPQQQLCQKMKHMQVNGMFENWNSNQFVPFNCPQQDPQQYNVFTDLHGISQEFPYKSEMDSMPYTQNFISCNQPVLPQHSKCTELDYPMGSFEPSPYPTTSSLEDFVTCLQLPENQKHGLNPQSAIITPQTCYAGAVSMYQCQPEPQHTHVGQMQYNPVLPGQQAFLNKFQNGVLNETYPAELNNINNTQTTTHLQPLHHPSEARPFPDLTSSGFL
AGP1 TOR yeast: modulators of AGP1-GFP expression in yeast TOR pathway, primary screen, cell-based, multiplex flow cytometry, S. cerevisiae, MLPCN library | GFP response vs DMSO, % at 10 µM | AID 2066, 2009 | 3 h; GFP as percent of DMSO wells | actives 0.02% (n = 320,000);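 active = GFP response relative to DMSO above a set limit, near screen average plus 3 SD, cut at about 150% in these data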;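 also: median GFP channel fluorescence of the gated AGP1 strain per well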
RPL19A-GFP yeast: RPL19A-GFP expression modulators in yeast, primary screen, cell-based, S. cerevisiae, multiplex flow cytometry, MLPCN | AID 2025, 2009 | actives 0.3% (n = 330,000) | S. cerevisiae RPL19A-GFP strain, 3 h; active compounds read low | percent response vs DMSO, % at 10 µM;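 active = percent response vs DMSO below 50%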;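 also: median channel GFP fluorescence of the barcoded RPL19A-GFP strain; ratio of sample median GFP to plate DMSO average so 100% = DMSO; lower means less RPL19A-GFP as with rapamycin TOR inhibition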
MEP2 TOR yeast: modulators of MEP2-GFP levels in yeast, primary screen, S. cerevisiae, multiplex flow cytometry, MLPCN library; S. cerevisiae MEP2-GFP strain, 3 h; 100% = DMSO control level; GFP response vs DMSO, % at 10 µM; actives 0.51% (n = 330,000); AID 2016, 2009;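 active = GFP response versus DMSO above a set limit, roughly screen mean plus 3 SD, cut at about 180% in these data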;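 also: median GFP fluorescence of the barcode-gated MEP2-GFP cells per well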
An asterisk follows results filed as active; x = no result given.

Second line of a record – CIT2 TOR yeast, MEP2 TOR yeast, proCasp7 act, RPL19A-GFP yeast, AHR activator, LAP4-GFP MLPCN, AGP1 TOR yeast, proCasp3 act
1. CCOc1ccc(CNc2ccc(S(N)(=O)=O)cc2)cc1
    88, 98, -6, 99, 1, 98, 95, -3
2. O=C(NC(=S)N1CCN(c2ccc(F)cc2)CC1)c1cccs1
    99, 103, -12, 104, -1, 107, 100, -17
3. O=C(CC1C(=O)NCCN1Cc1ccc(F)cc1Cl)NCc1ccon1 (stereo not drawn)
    102, 104, 2, 97, 0, 92, 99, 1
4. COc1cc(OC)cc(-c2nc3ccccc3s2)c1
    88, 107, -7, 102, 90*, 122, 102, 4
5. CCc1ccc(NS(=O)(=O)c2cccc3nsnc23)cc1
    98, 99, 6, 104, 2, 91, 104, 1
6. COC(=O)C1=C(C)NC(=O)NC1c1ccsc1 (stereo not drawn)
    106, 113, -4, 99, -3, 103, 94, 7
7. COc1ccc(OC)c(CNC(=O)C2CCCN(c3ncnc4c3nc3n4CCCCC3)C2)c1 (stereo not drawn)
    98, 90, 0, 100, 16, 93, 100, 0
8. O=C(CN1C(=O)c2ccccc2S1(=O)=O)NC1CCCC1
    96, 98, 4, 92, -2, 95, 95, 2
9. Cn1c(=O)c2c(nc(CN3CCN(Cc4ccccc4)CC3)n2CCN2CCOCC2)n(C)c1=O
    99, 104, 7, 95, -2, 102, 96, -2
10. CCCCc1nc2sc3c(SCC(=O)NCc4ccco4)ncnc3c2c2c1CCC2
    97, 96, -3, 106, 10, 111, 100, 1
11. O=C(CN1CCN(CCO)CC1)Nc1ccccc1
    93, 96, -9, 98, 8, 92, 93, -1
12. CCC(NC(=O)c1ccccc1NC(=O)c1ccccc1)C(=O)OC (stereo not drawn)
    107, 122, 2, 109, -5, 111, 103, 9
13. O=C(Nc1nccs1)c1ccc(Br)s1
    105, 106, 7, 103, 12, 103, 102, -2
14. CCCCC[C@@H]1C=C(C(=O)O)[C@H](c2ccc(Br)cc2)N1S(=O)(=O)c1ccc(C)cc1
    87, 97, 5, 100, 1, 100, 88, 4
15. O=C(NCCCN1CCOCC1)c1ccc(S(=O)(=O)N2CCOCC2)cc1
    71, 97, 5, 113, 0, 95, 77, 6
16. CCOc1cc(/C=N/NC(=O)CN2CCCCC2)ccc1O
    97, 103, 5, 97, -1, 82, 110, 7
17. CN(Cc1cn(-c2ccccc2)nc1-c1cc2ccccc2o1)C(=O)CCC(=O)O
    99, 102, 7, 96, 10, 105, 101, 3
18. COc1ccc(N=C2SCC(=O)N2c2ccc(OC)cc2)cc1
    94, 97, 0, 94, 0, 94, 90, 2
19. COCCCn1c(=O)/c(=C\c2ccc(OC(F)F)c(OC)c2)s/c1=C(/C#N)C(=O)NCCOC
    98, 104, 9, 107, 2, 109, 90, -1
20. Cc1ccc(S(=O)(=O)Cn2nnnc2C(CC(C)C)N2CCN(C)CC2)cc1 (stereo not drawn)
    89, 97, -11, 93, 7, 91, 94, 10
21. O=C1Nc2ccc3sc4ccccc4c3c2C1=O
    80, 103, -6, 99, 1, 103, 92, 5
22. CN1CCN(c2ccc([N+](=O)[O-])cc2/C=N/NC(=O)c2cccc([N+](=O)[O-])c2)CC1
    112, 115, 9, 104, 7, 106, 106, 1
23. NNC(=O)CSc1nnc(-c2ccccc2)n1-c1ccccc1
    97, 102, -8, 106, 6, 89, 94, -1
24. CCc1nnc(NC(=O)COc2ccc([N+](=O)[O-])cc2)s1
    108, 102, 4, 100, -1, 100, 105, 10
25. COc1cc(CNCc2ccccn2)ccc1OCc1c(Cl)cccc1Cl
    95, 91, -10, 96, 7, 93, 97, 5
26. COc1ccc(NC(=S)NCc2ccco2)cc1
    100, 102, 16, 98, 14, 98, 101, 8
27. COc1ccccc1C(=O)N1CCN(C2CCN(Cc3ccccc3)CC2)CC1
    99, 103, 1, 102, 3, 97, 102, 8
28. CCCN=C1NC(=O)C(CC(=O)NCCc2ccccc2)S1 (stereo not drawn)
    93, 94, -28, 98, 0, 101, 105, -22
29. C=CCNc1nc(NCc2ccccc2)nc(OCC)n1
    107, 108, x, 112, x, 106, 105, x
30. CCOC(=O)N1CCc2c(sc(NC(=O)CN3CCOCC3)c2C(=O)Nc2ccccc2)C1
    96, 104, -4, 96, -3, 109, 103, -3
31. Cc1ccc(N=C2SC(C(=O)O)CC(=O)N2C)cc1C (stereo not drawn)
    106, 98, 10, 98, 0, 102, 103, -8
32. CC(Sc1nc2ccccc2s1)C(=O)NC1CCCc2ccccc21 (stereo not drawn)
    91, 84, -4, 103, 10, 77, 101, -5
33. CC(NC(=O)C1CCCN(C(=O)N(C)C)C1)c1ccccc1 (stereo not drawn)
    105, 103, -7, 101, -1, 101, 112, 4
34. CSCCC(NC(=O)c1ccccc1)C(=O)N1CC=C(c2ccccc2)CC1 (stereo not drawn)
    100, 104, -1, 107, 2, 98, 98, -16
35. CCOC(=O)C1CCN(CC(O)COc2ccc(C(C)(C)CC)cc2)CC1 (stereo not drawn)
    108, 106, 9, 102, 0, 96, 99, 4
36. Cc1cccc(NC(=O)C(c2ccccc2Cl)N2CCOCC2)c1 (stereo not drawn)
    107, 105, 3, 104, 1, 110, 114, 4
37. CCn1c(SCC(=O)c2ccc3ccccc3c2)nnc1-c1cccs1
    97, 93, 2, 98, 3, 87, 99, -1
38. O=C(COC(=O)CSc1ccc2ccccc2c1Br)NC1CC1
    93, 109, 7, 97, -3, 108, 96, 12
39. COc1ccc(N=C2NC(=O)/C(=C\C=C\c3ccccc3)S2)cc1
    110, 105, 4, 98, -2, 107, 100, -4
40. CC(O)CNc1nc2ccccc2n1-c1ncnc2sc3c(c12)CCC3 (stereo not drawn)
    108, 96, -10, 98, 59*, 90, 104, 1
41. CCOC(=O)c1cc2c(=O)n3ccccc3nc2n(Cc2ccccc2)c1=N
    95, 96, -3, 95, 3, 97, 95, -8
42. COc1ccc(N2CCN(S(=O)(=O)c3ccc4c(c3)NC(=O)CC(=O)N4)CC2)cc1
    109, 103, 6, 103, -3, 99, 103, 9
43. CCOc1ncccc1C(=O)OCC(=O)NCc1ccc2c(c1)OCO2
    91, 87, 3, 90, 1, 101, 91, 3
44. CC(C)COC(=O)C(C#N)c1nc2ccccc2nc1N1CCN(Cc2ccccc2)CC1 (stereo not drawn)
    109, 107, -7, 102, 1, 107, 101, 0
45. O=C(COc1ccccc1Cl)NCCCNC(=O)c1cnccn1
    103, 109, 7, 105, 7, 93, 95, 2
46. c1cc(-c2nnc3n2CCCCC3)ccn1
    101, 107, 6, 100, 0, 99, 100, 5
47. CCN(CC)CCCNc1nc2cc(OC)c(OC)cc2c2nc(-c3cccnc3)nn12
    92, 98, 8, 95, 17, 100, 96, 2
48. CCOc1cc2[nH]c(=O)n(CCCCC(=O)NCc3ccco3)c(=O)c2cc1OCC
    104, 94, 3, 95, 5, 91, 98, 2
49. O=C(Nc1ccc(F)cc1)N1CCn2c(nc3ccccc32)C1
    90, 92, 8, 94, -1, 101, 85, -4
50. CCOP(=O)(c1ccc(N(C)C)cc1)C(O)c1ccccc1 (stereo not drawn)
    95, 102, -9, 106, 1, 104, 109, 2
51. CCn1cc(CN2CCc3c([nH]c4ccccc34)C2c2cccc(OC)c2)c(C)n1 (stereo not drawn)
    86, 93, -3, 86, 12, 88, 90, -1
52. Cn1c(=O)n(CC(=O)NCc2cccnc2)c2ccccc21
    104, 95, 0, 101, 2, 91, 102, 7
53. CC(C)C(NC(=O)c1ccco1)C(=O)NC1CCCCCC1 (stereo not drawn)
    97, 102, -1, 101, -4, 95, 96, -2
54. Cc1cccc(N2CC(C)Cn3c2nc2c3c(=O)n(CC(=O)OCc3ccccc3)c(=O)n2C)c1 (stereo not drawn)
    100, 103, 1, 97, 3, 99, 99, 5
55. CC(C)[C@@H]1COC(c2cccc(C3=N[C@H](C(C)C)CO3)c2)=N1
    98, 115, 0, 85, 12, 163*, 102, 7
56. COc1ccc2nc(C)cc(NCCN3CCOCC3)c2c1
    104, 108, -4, 110, 0, 102, 111, 2
57. CCNC(=S)N(Cc1ccccc1)Cc1nc2ccccc2c(=O)[nH]1
    100, 98, -4, 99, 1, 89, 96, -3
58. Cc1ccc(CNC(=O)CCc2c(C)nc3ncnn3c2C)cc1
    100, 106, 6, 101, 1, 102, 103, 3
59. O=C(CCCC(=O)N(c1ccc2c(c1)OCCO2)C(C(=O)NC1CCCCC1)c1ccc(F)cc1)Nc1ccccn1 (stereo not drawn)
    87, 95, -7, 94, -2, 95, 92, -3
60. COC(=O)CN1C(=O)CSc2ncccc21
    99, 98, 2, 97, 0, 96, 99, 3
